DAX1 inh-1: inhibitors of DAX1 repression of SF-1 activated StAR promoter; HEK293T StAR-luciferase reporter, SF-1/DAX-1 repression relief; inhibition, % at 6.8 µM; actives 1.1% (n = 370,000); AID 652010;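 active = inhibition above the mean over all tested compounds plus 3 SD, cut at about 3.6% in these data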;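 note: 0% = DAX-1 cells with DMSO and 100% = cells lacking DAX-1 with DMSO; higher inhibition means more luminescence from relief of DAX-1 repression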
ADAM10 inh: inhibitors of human ADAM10; inhibition, % at 7 µM; recombinant ADAM10, EDANS/DABCYL FRET peptide cleavage, 3 h; actives 0.62% (n = 370,000);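 active = inhibition above a per-campaign cutoff equal to the mean of compounds falling between control-based bounds plus 3 SD, cut at about 20% in these data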;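 note: 0% = DMSO wells while the 100% control is not disclosed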
GAA850 FXN act: activators of GAA850 frataxin (FXN) promoter | HEK293 lucGAA850 FXN promoter luciferase reporter, 24 h; percent of 10 µM SAHA response | activation, % at 6 µM | actives 0.56% (n = 360,000) | AID 540364;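 active = activation above the average of all compounds screened plus 3 SD, cutoff fixed separately per campaign, cut at about 7.5% in these data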;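 note: 0% = DMSO wells and 100% = 10 µM SAHA wells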
DAX1 inh-2: inhibits human nuclear receptor DAX1 | P51843 | HEK293 Gal4-DAX1 luciferase reporter, luminescence | inhibition, % at 6.75 µM | actives 0.99% (n = 340,000) | AID 504766;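 active = inhibition above the mean over all tested compounds plus 3 SD, cut at about 4.2% in these data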;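 note: 0% = DAX1-transfected cells with DMSO and 100% = empty-vector control cells with DMSO; inhibition shows as a rise in luminescence from relieved DAX1 repression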
Target sequence (P51843 207-470 limits assumed): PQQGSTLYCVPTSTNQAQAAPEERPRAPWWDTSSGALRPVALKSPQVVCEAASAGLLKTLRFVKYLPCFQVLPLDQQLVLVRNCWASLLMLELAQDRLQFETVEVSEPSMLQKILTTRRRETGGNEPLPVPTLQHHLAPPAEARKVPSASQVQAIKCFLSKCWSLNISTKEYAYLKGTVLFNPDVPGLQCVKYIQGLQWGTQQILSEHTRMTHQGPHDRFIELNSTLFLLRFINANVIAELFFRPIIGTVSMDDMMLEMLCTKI
PLC-beta3 inh: inhibitors of human phospholipase C beta3; actives 0.18% (n = 370,000); inhibition, % at 12.2 µM; Purified PLC-beta3, fluorogenic substrate, fluorescence; Q01970; in the data active = inhibition above about 11%;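 note: 0% = median of compound wells on plate and 100% = full blocker control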
ssDAF12 agonist: activators of S. stercoralis DAF-12 nuclear receptor; HEK293 ssDAF-12/GRIP1 lit1-tk-luc reporter, luminescence; % of 3 µM dafachronic acid response; actives 1% (n = 370,000); activation, % at 6.8 µM;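 active = activation above the mean over all tested compounds plus 3 SD, cut at about 0.9% in these data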;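 note: 0% = DMSO-only wells and 100% = 3 µM delta7-dafachronic acid wells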
hcDAF-12 act: activates DAF-12 receptor from parasite H. contortus | AID 652067 | activation, % at 6.8 µM | HEK293 hcDAF-12 lit1-tk-luc reporter, luminescence; 0% DMSO, 100% Δ7-dafachronic acid | actives 1.4% (n = 370,000);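 active = activation above the mean of all tested compounds plus 3 SD, cut at about 5.5% in these data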;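 note: 100% = response to 3 µM Δ7-dafachronic acid high control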
ADAM17 inh: ADAM17 inhibition, QFRET primary screen. P78536. recombinant ADAM17, EDANS/DABCYL FRET peptide cleavage. inhibition, % at 6.95 µM. actives 0.83% (n = 370,000);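 active = inhibition above the mean of compounds lying between control limits plus 3 SD, set per campaign, cut at about 8.5% in these data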;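 note: 0% = DMSO-only wells as the low control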
Target sequence (P78536 215-824 limits assumed): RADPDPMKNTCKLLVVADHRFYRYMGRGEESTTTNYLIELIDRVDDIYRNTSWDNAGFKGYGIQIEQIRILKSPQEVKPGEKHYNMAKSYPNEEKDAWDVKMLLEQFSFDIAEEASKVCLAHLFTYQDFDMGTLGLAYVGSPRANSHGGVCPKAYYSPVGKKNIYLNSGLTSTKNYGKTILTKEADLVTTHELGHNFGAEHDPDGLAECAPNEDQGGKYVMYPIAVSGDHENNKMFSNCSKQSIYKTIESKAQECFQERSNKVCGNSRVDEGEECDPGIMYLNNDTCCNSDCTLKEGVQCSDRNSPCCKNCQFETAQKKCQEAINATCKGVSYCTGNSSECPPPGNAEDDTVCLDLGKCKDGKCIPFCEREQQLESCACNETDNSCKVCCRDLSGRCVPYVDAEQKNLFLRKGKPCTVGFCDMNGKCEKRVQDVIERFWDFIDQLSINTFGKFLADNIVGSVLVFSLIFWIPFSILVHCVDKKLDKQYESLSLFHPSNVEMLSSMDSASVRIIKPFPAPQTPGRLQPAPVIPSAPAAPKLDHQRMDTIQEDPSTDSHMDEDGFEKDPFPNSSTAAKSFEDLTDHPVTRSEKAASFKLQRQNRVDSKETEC
hgDAF-12 ag: hgDAF-12 agonism, primary luciferase screen; HEK293 GAL4-hgDAF12 UAS-luciferase reporter, agonist luminescence; normalized to butyrate control; activation, % at 6.8 µM; actives 1.8% (n = 370,000); AID 687014;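 active = activation above a cutoff set at the mean of all screened compounds plus 3 SD, cut at about 10% in these data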;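 note: 0% = DMSO wells and 100% = sodium butyrate wells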
sPLA2-III inh: Blocks human group III sPLA2 activity. Q9NZ20. QFRET BODIPY PC-A2 liposome hydrolysis, fluorescence. inhibition, % at 12.2 µM. actives 0.56% (n = 370,000);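 active = inhibition above mean plus 3 SD of compounds lying within the high and low control bounds, cut at about 19% in these data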;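 note: 0% = median of test compound wells and 100% = no enzyme DMSO wells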
PLC-gamma1 inh: PLC-gamma1 (human) inhibition, primary screen. purified PLC-gamma1, fluorogenic substrate, fluorescence. P19174. inhibition, % at 12.2 µM. actives 0.84% (n = 370,000); in the data active = inhibition above about 9.5%
Active calls of the source: *; i = inactive; · = not tested or not shown.

SMILES	DAX1 inh-1	ADAM10 inh	GAA850 FXN act	DAX1 inh-2	PLC-beta3 inh	ssDAF12 agonist	hcDAF-12 act	ADAM17 inh	hgDAF-12 ag	sPLA2-III inh	PLC-gamma1 inh
COc1ccc(CNC(=O)CN(c2cc(C)cc(C)c2)S(=O)(=O)c2c(C)noc2C)cc1	-0.4	6.5	-3.5	1.3	5.5	-1.3	0.1	1.2	0.3	-3.2	4.8
CCN(CC(=O)NCc1ccc(Cl)cc1)S(=O)(=O)c1ccc(F)cc1	-0.4	-9.7	2.1	0.6	-5.2	-1.4	-0.7	-5.0	-1.9	-2.3	3.1
CC1CCCC(C)N1Cc1cn2ccccc2n1 (stereo not given)	-0.4	-7.7	-1.2	-0.5	0.7	-1.9	-1.1	-2.6	-0.3	-5.0	-0.6
O=c1c2ccccc2c(-c2cccc(C(F)(F)F)c2)nn1-c1ccccc1	-1.3	1.9	1.9	-2.0	-3.4	-0.3	-1.1	1.6	1.3	-5.4	-2.5
Cc1ccc(Oc2ccc3c(c2)C(=O)N(c2ccc(S(=O)(=O)Nc4nccs4)cc2)C3=O)cc1	-0.2	-3.3	0.0	0.3	0.5	-1.3	2.8	-0.6	0.3	-10.4	0.6
COc1cccc(NC(=O)/C=C/c2ccco2)c1	4.0*	6.7	3.5	0.4	-5.7	0.5	1.7	1.8	10.5*	-2.0	2.7
CC(C)(C)OC(=O)N1CCCC(C(=O)Nc2cccc(C(=O)N3CCCCC3)c2)C1 (stereo not given)	-2.5	-3.7	-1.7	-1.3	3.2	-1.3	-0.9	-2.0	2.6	4.2	2.1
Cc1ccc2cc(C#N)c(NCc3ccco3)nc2c1	-1.9	i	0.1	1.7	-242.4	-1.5	-1.8	-146.6	1.6	0.7	-255.6
CCCCCC1CC(=O)NC1(C(=O)OCC)C(=O)OCC (stereo not given)	0.1	-14.4	1.1	1.3	2.8	-1.4	-1.2	-2.7	-2.5	1.6	0.1
CCn1c(C)nnc1SCC(=O)Nc1ccc(Cl)cc1	-0.1	0.4	0.9	2.7	-3.0	-1.4	-1.8	0.0	-2.1	-1.5	2.8
CC(C)N(CCCNC(=O)C1CCC(CNS(=O)(=O)c2ccccc2)CC1)Cc1ccccc1 (stereo not given)	-0.1	-8.2	0.0	0.4	-11.4	-1.3	-0.5	6.3	-0.8	-15.1	0.2
CCCOc1ccc(-c2csc(NC(=O)CN3C(=O)CCC3=O)n2)cc1	0.0	4.7	2.2	-0.2	1.7	-1.2	1.5	-1.2	4.3	-8.9	3.2
C=CCNC(=O)COC(=O)/C=C/c1cccs1	0.2	11.7	1.5	-1.0	4.7	-1.1	-2.2	-0.2	2.4	4.1	1.2
COc1cc2cc(CCCOC(=O)c3cc(OC)c(OC)c(OC)c3)oc(=O)c2cc1OC	0.2	7.7	0.0	-0.7	4.4	-0.7	-0.4	-0.2	-0.2	9.8	0.5
O=C(NNc1cc(Cl)ccc1Cl)c1cccs1	0.1	1.5	0.7	·	-5.6	-1.5	-0.9	-1.1	-0.7	5.1	-1.6
O=C(Nc1ccc(Cl)c(Cl)c1)c1cccc2c1-c1ccccc1C2=O	-0.2	2.8	·	·	2.8	-0.1	4.2	-0.3	-1.0	-0.3	1.1
N=C1C2=C3Sc4ccccc4N3CCCC2=NN1c1cccc(S(=O)(=O)O)c1	0.0	-13.3	0.9	-1.3	-23.6	-0.8	0.7	-3.7	-0.4	-17.1	-11.4
CC1(N2CCCCC2)CC2(O)C(=[N+]1[O-])CCC/C2=N\O (stereo not given)	0.3	-0.6	0.0	-0.6	-3.5	-1.0	-0.6	1.3	4.7	2.8	0.1
Cc1ccc(C(=O)NCCc2nnc3ccc(N4CCCC4)nn23)cc1	0.7	-9.9	-0.8	0.1	-6.1	-1.1	0.4	-1.0	0.2	3.8	-2.5
C=CC[C@@H](Cc1ccc(F)cc1)C(=O)OC[C@H]1CCCN1C(=O)[C@H](CC=C)CC(=O)NCCO	0.3	-10.8	-0.2	-1.7	0.4	-1.0	-1.9	-5.3	-1.0	11.2	-0.1
COc1ccc(-c2nnc3ccc(SCC(=O)Nc4nc5ccccc5s4)nn23)cc1OC	-0.8	-1.6	4.0	-0.2	-0.5	-1.2	-0.1	-1.6	11.1*	-6.2	0.2
CC1CC(C)CN(c2oc(-c3ccccc3F)nc2C#N)C1 (stereo not given)	-0.7	-198.0	-0.4	0.1	-20.8	-0.8	-0.9	-80.0	0.3	6.3	-10.9
Cc1onc(-c2ccccc2)c1C(=O)Nc1ccc(OC(C)C)cc1	-0.6	1.7	-0.4	2.5	2.9	-1.7	-2.7	-0.9	1.9	-1.8	1.1
COc1cc(C(=O)N2CCN(c3cccc(Cl)c3)CC2)ccc1OCC(=O)N1CCOCC1	-0.3	-2.4	0.6	0.7	2.8	-1.5	-0.6	-3.5	-0.8	1.6	0.1
O=C(CSc1ccc(-c2cccnc2)nn1)Nc1ccc(F)cc1F	-0.3	-6.5	-2.4	-0.5	-8.5	-1.4	1.7	-2.8	-3.1	3.5	-2.9
O=C(COc1ccccc1)NCC1CCCO1 (stereo not given)	-0.1	-3.2	2.9	-0.8	-0.8	-1.7	-0.4	-6.7	0.8	5.7	0.7
COc1ccc(C(=O)C(CN2CCOCC2)c2ccccc2)cc1F (stereo not given)	-1.6	2.4	-7.5	-3.2	-0.5	-1.6	-2.1	-6.0	-7.1	6.8	2.7
COc1cc(C(=O)NCC(c2ccco2)N2CCCC2)ccc1OCc1c(C)noc1C (stereo not given)	0.7	-3.8	-1.7	0.4	1.8	-1.6	1.1	0.8	-0.8	3.3	-1.3
CC(=O)C1=CN(CC2CCCCC2)CCC1=O	0.7	-5.1	0.0	-0.8	3.6	-0.6	0.5	-1.6	-3.2	3.4	2.6
CCC(C)c1ccc(NC(=S)N2CCCC2)cc1 (stereo not given)	2.4	-2.8	2.3	2.8	-5.5	-0.7	-0.3	2.7	-2.3	10.6	1.5
Cc1cc(C)n(CC2CC(=O)N(c3cc(Cl)cc(Cl)c3)C2=O)n1 (stereo not given)	0.1	1.7	0.9	-0.1	2.1	-1.4	0.4	2.3	2.7	-5.6	1.9
O=C(CSCc1ccc(Cl)cc1)Nc1ccccc1O	-0.3	6.1	0.4	0.1	0.8	-1.1	0.9	2.9	0.5	-47.2	-0.8
O=C(C1=C(O)C(=O)N(CC2CCCO2)C1c1cccnc1)c1ccco1 (stereo not given)	0.6	0.2	-2.9	0.6	0.8	-1.3	-1.9	-3.0	-0.6	1.0	-1.2
O=C(O)c1ccc(/C=N/Nc2ccc(Cl)nn2)cc1	0.0	-9.3	0.3	0.8	-1.6	-0.6	0.0	0.0	0.3	6.9	1.0
CCCc1cc(=O)oc2c3c(cc(OCC(=O)NCC4CCC(C(=O)O)CC4)c12)OC(C)(C)CC3 (stereo not given)	-0.5	i	2.4	4.1	-228.7	-1.7	-0.5	-211.0	-1.3	13.9	-167.7
Cc1cc(NC(=O)CSCC(=O)OCC(=O)Nc2cc(C)c(C)cc2[N+](=O)[O-])no1	-1.0	2.4	0.6	0.0	-1.7	-1.0	-1.4	-2.1	2.4	-7.8	2.1
CC(C)n1c(COc2ccccc2)nc2ccccc21	-0.3	-1.1	-1.2	-0.3	-2.1	-1.7	-3.2	2.3	-1.0	-5.6	-0.9
CN(C)S(=O)(=O)c1cccc(C(=O)OCC(=O)Nc2ccccc2OC(F)F)c1	-0.8	2.4	0.1	1.1	1.8	-1.0	0.0	-1.0	-0.4	1.5	4.3
Cc1cn([C@H]2C[C@H](O)[C@@H](CNCc3cnc(N4CCOCC4)nc3)O2)c(=O)[nH]c1=O	0.4	-12.8	-0.1	1.1	-4.7	-0.8	0.2	-4.6	5.7	3.6	-5.1
COc1ccc(OC)c2c1CCC2=O	-0.3	-478.5	1.9	0.6	-499.5	-1.4	-0.8	-151.0	0.2	4.6	-382.7
OC(Cc1cccnc1)(Cc1cccnc1)c1cc2ccccc2[nH]1	0.2	-11.1	2.2	-0.4	-19.9	-0.1	2.9	-5.8	3.8	-9.1	-17.6
C=CC[C@H](CC(=O)NCCO)C(=O)NC[C@@H](OC(=O)[C@@H](CC=C)Cc1ccc(F)cc1)c1ccccc1	-0.2	9.3	-3.5	-1.2	1.8	-1.4	-1.6	-4.7	0.3	-1.9	1.1
Cc1cc(C)c(C#N)c(SCC(=O)NC(C)(C)C)n1	2.0	-6.7	-2.2	-0.3	2.5	-1.5	-2.1	-0.6	1.2	1.9	1.0
Cc1cc(NC(=O)C2CCCN(S(=O)(=O)c3c(C)noc3C)C2)no1 (stereo not given)	0.4	-3.7	0.6	-0.6	0.7	-1.3	-0.6	0.2	0.9	-1.9	0.3
O=C(CCCCC(=O)NN=Cc1ccccc1O)NN=Cc1ccccc1O	-2.1	-83.7	-4.8	-1.1	-64.8	-1.4	0.1	-20.2	-2.0	-10.5	-48.2
O=c1c2ccccc2[nH]c(=S)n1CCN1CCN(Cc2ccccc2)CC1	-0.7	7.2	0.6	0.9	6.2	-1.2	-0.3	3.1	-2.5	-0.9	10.6*
Cc1ccc(C(=O)Nc2sc3c(c2C(=O)NCc2ccco2)CCCC3)cc1	0.2	-11.7	6.0	1.1	-39.5	-0.2	2.7	-8.5	5.9	2.0	-33.7
CCn1c(=O)cc(OCC(=O)Nc2ccccc2N2CCN(C)CC2)c2ccccc21	-0.7	-20.3	-1.8	1.3	-9.1	-1.6	-0.6	-2.9	-1.4	2.8	-4.7

An excerpt from above in order of molecular weight, falling:
SMILES	DAX1 inh-1	ADAM10 inh	GAA850 FXN act	DAX1 inh-2	PLC-beta3 inh	ssDAF12 agonist	hcDAF-12 act	ADAM17 inh	hgDAF-12 ag	sPLA2-III inh	PLC-gamma1 inh
Cc1cn([C@H]2C[C@H](O)[C@@H](CNCc3cnc(N4CCOCC4)nc3)O2)c(=O)[nH]c1=O	0.4	-12.8	-0.1	1.1	-4.7	-0.8	0.2	-4.6	5.7	3.6	-5.1
O=c1c2ccccc2[nH]c(=S)n1CCN1CCN(Cc2ccccc2)CC1	-0.7	7.2	0.6	0.9	6.2	-1.2	-0.3	3.1	-2.5	-0.9	10.6*
COc1ccc(OC)c2c1CCC2=O	-0.3	-478.5	1.9	0.6	-499.5	-1.4	-0.8	-151.0	0.2	4.6	-382.7

Other results:
SMILES	DAX1 inh-1	ADAM10 inh	GAA850 FXN act	DAX1 inh-2	PLC-beta3 inh	ssDAF12 agonist	hcDAF-12 act	ADAM17 inh	hgDAF-12 ag	sPLA2-III inh	PLC-gamma1 inh
COc1cc(CNC(C)c2ccccc2)c(Br)cc1OCC(N)=O (stereo not given)	0.2	0.6	-2.2	0.4	2.2	-1.3	0.4	-0.7	0.1	-3.1	-0.9
O=C(Nc1ccccc1)Nc1ccno1	0.2	-4.0	0.1	1.1	-6.5	-1.8	0.6	-1.1	-0.2	-4.3	2.2
Cc1ccccc1OCC(=O)N/N=C/c1cc2ccccc2nc1Cl	0.9	-33.7	0.6	0.0	-2.3	0.0	0.2	-3.2	-0.8	6.1	1.6
Cc1occc1C(=O)N/N=C/C(Br)=C\c1ccccc1	2.2	7.5	4.1	4.0	-5.1	0.9	8.8*	1.6	10.9*	-2.4	3.4
Cn1nccc1CNC(=O)c1c(Cl)cnn1C	-0.5	6.9	2.4	-0.5	2.3	-1.6	-0.3	4.5	-0.4	4.2	3.5

Rows are unselected, and some 6.9% of all compounds hit somewhere here.
